GPR151 activ: human GPR151 activation. activation, % at 11.2 µM. PathHunter beta-arrestin GPR151 cells, luminescence. 650,000 tested, 1% active. Q8TDV0; in the data active = activation above about 4.9%;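 also: 0% = median of compound wells and 100% = cells with positive control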
TEAD-YAP block: TEAD-YAP interaction inhibition | AID 1259422 | 640,000 tested, 1.4% active | inhibition, % at 9.12 µM | HEK-TIYL cells, TEAD-Gal4/YAP UAS-luciferase luminescence; in the data active = inhibition above about 32%;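 also: 0% = median of test compound wells and 100% = reference inhibitor wells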
MITF primary: blocks human microphthalmia-associated transcription factor. 650,000 tested, 0.91% active. AID 1259374. inhibition, % at 2.6 µM. AlphaScreen MITF homodimerization, bead proximity signal. O75030; in the data active = inhibition above about 50%;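 also: 0% = vehicle wells with protein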
FBW7 activator: activators of human E3 ligase FBW7; Q969H0; AlphaScreen FBW7–phospho-cyclin E peptide binding, activator screen; normalized activity (activation), % at 26.1 µM; 650,000 tested, 0.13% active; AID 1259310; in the data active = normalized activity above about 1.9%;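 also: purified mutant Fbw7 with reduced substrate affinity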
Target sequence (Q969H0 whole entry, looked up): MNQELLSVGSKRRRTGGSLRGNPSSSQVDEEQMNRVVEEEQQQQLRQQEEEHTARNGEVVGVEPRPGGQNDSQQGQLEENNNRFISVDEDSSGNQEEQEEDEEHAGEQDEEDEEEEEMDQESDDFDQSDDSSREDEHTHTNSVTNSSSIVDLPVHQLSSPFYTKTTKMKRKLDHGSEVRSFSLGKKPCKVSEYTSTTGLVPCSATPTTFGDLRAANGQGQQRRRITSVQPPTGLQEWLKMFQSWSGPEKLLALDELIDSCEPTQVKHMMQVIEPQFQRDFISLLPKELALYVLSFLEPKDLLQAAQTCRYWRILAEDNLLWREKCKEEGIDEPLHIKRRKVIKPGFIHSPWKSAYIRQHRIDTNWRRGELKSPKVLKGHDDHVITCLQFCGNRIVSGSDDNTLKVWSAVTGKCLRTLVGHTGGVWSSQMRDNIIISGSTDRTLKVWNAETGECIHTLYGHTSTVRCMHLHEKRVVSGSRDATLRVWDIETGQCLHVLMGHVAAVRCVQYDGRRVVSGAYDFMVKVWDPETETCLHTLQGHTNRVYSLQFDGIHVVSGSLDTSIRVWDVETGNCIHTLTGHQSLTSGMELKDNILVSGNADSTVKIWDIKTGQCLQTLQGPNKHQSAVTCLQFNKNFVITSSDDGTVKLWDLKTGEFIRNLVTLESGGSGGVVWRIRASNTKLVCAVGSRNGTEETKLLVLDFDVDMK
The depositor's hits bear a star.

SMILES	GPR151 activ	TEAD-YAP block	MITF primary	FBW7 activator
Cc1ccc(C2(C(F)(F)F)NC(=O)C3=C(CC(C)(C)CC3=O)O2)cc1 (centres undefined)	-1.4	-4	-16	-0.1
COc1cccc(-n2cc(CNCc3c(C(=O)N(C)C)nc4ccc(Cl)cn34)cn2)c1	0.6	-3	8	0.0
CCOc1ccc(C(=O)CN2CCN(c3ccc(F)cc3)CC2)cc1	0.4	1	7	0.1
COc1ccccc1-n1c(O)c(C=Nc2ccc(N(C)C)cc2)c(=O)[nH]c1=O	0.3	12	1	-0.1
c1ccc(-c2nc(Sc3ccccn3)c3oc4ccccc4c3n2)cc1	1.5	1	5	0.9
COc1ccccc1N1CCN(c2ncnc3sc(C(=O)NCc4ccccn4)c(C)c23)CC1	-1.1	9	11	0.6
CCCCCCC(O)(CCCCCC)C(=O)NNc1ccccc1C	-0.3	15	4	0.2
CCOC(=O)c1sc(-n2c(C)ccc2C)c(C#N)c1C	-1.3	-9	15	0.0
Cc1cc(C(=O)CSc2n[nH]c(N)n2)c(C)n1Cc1ccco1	0.0	-59	-4	-0.1
CCN(CC)CCCn1c(SCC(=O)N(CC)CC)nc2cc3c(cc2c1=O)OCO3	-0.7	6	9	0.7
CS(=O)(=O)c1ccccc1CN1CCC(NCCCn2ccnc2)CC1	-0.8	-8	-5	-0.2
CC(C)(C)Nc1nc(Cl)nc(Nc2ccc(Cl)cc2)n1	0.1	-26	-2	0.1
CN1CCN(c2nc3c(=O)[nH]c(N)nc3n2C2OC(CO)C(O)C2O)CC1 (centres undefined)	-0.6	3	-6	0.0
COc1ccc(-c2nc3c(c(SC)n2)Cc2c(CO)cnc(C)c2O3)cc1	0.2	1	21	0.3
CC1CN(c2nc3c(c(=O)[nH]2)CCN(C(=O)Cc2ccsc2)C3)CC(C)O1 (centres undefined)	-1.0	3	21	0.1
Cc1ccc(-c2csc(N3N=C(c4ccccc4)/C(=C/c4ccc(N(C)C)cc4)C3=O)n2)cc1	-1.6	13	-1	-0.5
O=C1CCCN1CCC1CCN(C(=O)Nc2ccccc2)CC1	-1.2	-4	5	-0.1
CCC1(C2CCN(Cc3sccc3C)CC2)NC(=O)N(CCc2scnc2C)C1=O (centres undefined)	0.7	7	8	0.0
CSc1ccc(S(=O)(=O)Nc2ccc(C)c(C)c2)cc1	0.1	9	-1	0.1
Cc1cc(Cl)ccc1OCC(=O)Nc1sc2c(c1C(N)=O)CCC(C)C2 (centres undefined)	-1.1	6	11	1.1
CCN(CC)Cc1cc(CN[C@H]2C[C@H]3C(=O)N[C@H](Cc4ccccc4)C(=O)N3C2)ccc1OC	-0.3	6	1	-0.1
COc1ccc(/C=N/NC(=O)CNC(=O)c2ccccc2OC)cc1	0.2	9	12	1.0
Cc1ccc(/C=C/C(C)N(O)C(N)=O)s1 (centres undefined)	-0.4	8	15	0.2
CCc1ccc(NC(=O)COCc2cc(-c3ccc4c(c3)OCO4)on2)cc1	0.7	6	-8	0.0
COc1cccc(C(=O)c2c(N)c(C(=O)Nc3cccc(C)c3C)c3ccccn23)c1	-1.0	-11	-40	0.8
Cc1ccccc1NS(=O)(=O)c1ccc(NS(C)(=O)=O)cc1	1.4	-3	-7	0.0
COc1ccc(Cc2nc3c4c(-c5ccc(OC)cc5)c(-c5ccc(OC)cc5)oc4ncn3n2)cc1	-0.7	4	-20	-0.2
CC(C)(C)C1CCC2OCCOCCOC3CC(C(C)(C)C)CCC3OCCOCCOC2C1 (centres undefined)	0.2	-1	-11	0.1
CC(=O)Nc1nc2c3ccccc3nc(/C=C/c3cc([N+](=O)[O-])ccc3OC(C)=O)n2n1	0.1	6	16	-0.1
COc1ccc(/C=C/C(=O)Nc2cc(C)ccc2C)cc1	-1.2	-12	0	-0.1
Cc1nnc(SC(C)C(=O)Nc2cccc(Cl)c2)s1 (centres undefined)	0.2	-27	-2	0.0
CCCc1ccc(CC(=O)N2CCOCC2)cc1	-0.1	-27	-4	-0.3
COc1cccc(CN2C[C@@H]3C[C@@H](c4ccccc4Cl)N4CCC[C@@]34C2=O)c1	-2.5	-7	4	0.0
CCOC(=O)C1=CN(Cc2ccc(Cl)cc2)C=C(C(=O)OCC)C1c1cccc(O)c1	-1.9	5	13	0.9
CCc1ccc2nc(N3CCC(C(=O)NCCCOC)CC3)sc2c1	-0.8	-3	-2	-0.1
CCNC(=O)c1nn(C)c(=O)c2ccccc12	-0.6	-1	-10	-0.2
CCOC(=O)C1=C(c2ccccc2)N=c2s/c(=C\c3ccc(-c4ccc([N+](=O)[O-])cc4C)o3)c(=O)n2C1c1cccc(OC)c1OC (centres undefined)	1.3	1	22	0.1
CCOc1ccccc1NC(=O)c1cc(S(=O)(=O)NCc2ccccc2)ccc1F	0.3	-2	14	-0.1
CN(C)S(=O)(=O)N(CC(=O)O)c1ccccc1	-0.8	-2	-15	0.0
CCC(=O)C1=C(c2ccc(C(C)C)cc2)N(C(=O)CC)n2c(C)nnc2S1	-1.3	-14	16	0.1
c1ccc2c(c1)CC1(CCCCC1)n1c(-c3ccncc3)nnc1-2	0.6	0	8	0.0
CCCCCCCC1(C)SC(NC(C)=O)=NN1C(C)=O (centres undefined)	-0.8	-2	-3	0.1
CC1CCN(Cc2nnnn2CCCC(=O)N(C)CCc2cn[nH]c2)CC1	-1.3	-2	8	0.5
O=C(NC(=S)Nc1cccnc1)c1ccccc1[N+](=O)[O-]	-0.8	4	13	0.1
COc1ccc(-c2ccc(Cc3nc(-c4ccccn4)no3)cc2)cc1	0.2	-2	2	-0.2
COC(=O)c1ccc([N+](=O)[O-])c(OS(=O)(=O)c2ccc(F)cc2)c1	-0.7	20	5	-0.2
COc1ccc(CSc2nsc(SCc3ccc(OC)cc3)c2C#N)cc1	-0.6	6	3	0.0
Nc1c(C(=O)NCCc2ccccc2)nnn1CC(=O)Nc1ccc2c(c1)OCCO2	2.0	19	-3	0.1
CC(C)c1nc(SCC(=O)Nc2nccs2)c2ccccc2n1	-1.0	-2	8	0.0
Cc1cc(C)nc(/N=C(\N)Nc2ccc(OCCc3ccccc3)cc2)n1	-0.9	17	8	0.1
Cc1[nH]c2ccccc2c1C(=O)C(=O)N1CC=C(c2ccccc2)CC1	1.0	-4	4	0.0
Cc1cnc(C(=O)N2CCC3(CC2)CC3C(=O)NCc2ccccc2C(F)(F)F)[nH]1 (centres undefined)	0.5	-7	-9	-0.1
COc1ccc(-c2nnn(CC(=O)NC3CCCC3)n2)cc1	1.9	0	16	0.0
CC(=O)c1ccc(N=c2oc3ccccc3cc2C(N)=O)cc1	-1.0	26	11	0.1
CCCc1ccc2c(N)c(C(=O)c3ccc(Cl)cc3)sc2n1	-0.8	-12	-8	-0.1
CCOC(=O)CSc1nc(N)c2c3c(sc2n1)CCC3	0.7	2	3	-0.1
CCOC(=O)C1CCC(CNCc2c(Cl)cccc2Cl)CC1 (centres undefined)	-0.4	6	-9	0.2
COc1cccc(/C=N/NC(=O)C(=O)Nc2ccccc2OC(F)(F)C(F)F)c1O	3.8	65*	0	0.0
O=C1Nc2ccc(S(=O)(=O)N3CCN(c4ccccc4F)CC3)c3cccc1c23	-0.5	-17	0	-0.1
CCN(CC)S(=O)(=O)c1cccc(C(=O)Nc2ccc(F)cc2)c1	0.8	-3	6	0.1

Molecules listed so far that contain a cyano group, in the order listed:
SMILES	GPR151 activ	TEAD-YAP block	MITF primary	FBW7 activator
CCOC(=O)c1sc(-n2c(C)ccc2C)c(C#N)c1C	-1.3	-9	15	0.0
COc1ccc(CSc2nsc(SCc3ccc(OC)cc3)c2C#N)cc1	-0.6	6	3	0.0

Next section:
SMILES	GPR151 activ	TEAD-YAP block	MITF primary	FBW7 activator
Cc1ccc(C)c(N2CCN(C(=O)c3c[nH]c4ccc(S(=O)(=O)N5CCOCC5)cc4c3=O)CC2)c1	-1.1	4	10	0.1
COc1ccc(C(C)NC(=O)c2ccccc2C)cc1 (centres undefined)	0.2	-2	13	-0.1
Cc1ccccc1NC(=O)c1ccncc1	-1.5	9	-1	0.0
Cc1nc2ccc(Br)cn2c1C(=O)NC(C)C	2.0	13	8	0.3
COc1cc(/C=N/c2sc3c(c2C#N)CCC3)ccc1OCC(=O)O	0.2	12	3	0.0
O=C(CSc1nc2c(c(=O)n1CCc1ccccc1)SCC2)NCc1ccco1	0.8	8	1	-0.3
COc1cccc(C(=O)N2CCN3C(=O)[C@H](COCc4ccccc4)NC(=O)[C@H]3C2)c1	0.3	-1	-10	0.0
COc1ccc(Cl)cc1N1CC(O)=C(c2nc3ccccc3[nH]2)C1=N	0.9	-5	9	0.4
COc1ccc(-c2cc(C(=O)OCC(=O)c3ccc(Br)cc3)c3ccccc3n2)cc1	0.0	11	10	0.1
COc1ccc(Cl)cc1-c1nc(SCC(N)=O)n[nH]1	-0.9	2	-2	0.5
Cc1c(C(=O)c2ccccc2)oc2ccc(NC(=O)c3cccs3)cc12	-1.5	-54	5	-0.2
CC1(C)CC(=O)C2=C(C1)Nc1ccccc1NC2c1ccc[nH]1 (centres undefined)	-0.1	-43	7	1.0
OCCC1CN(Cc2ccc3cc(F)ccc3n2)CCN1C1CCCCC1 (centres undefined)	-0.1	11	13	-0.1
NC(=O)c1ccc(NC(=O)c2ccc(COc3ccc(Cl)cc3)cc2)cc1	-0.4	-4	4	0.1
CCc1cc2c3c(c(=O)oc2cc1OCc1cc(C(=O)OC)oc1C)CCCC3	0.3	6	8	-0.1

6 compounds drawn at random from those above:
SMILES	GPR151 activ	TEAD-YAP block	MITF primary	FBW7 activator
COc1ccc(-c2ccc(Cc3nc(-c4ccccn4)no3)cc2)cc1	0.2	-2	2	-0.2
COc1cc(/C=N/c2sc3c(c2C#N)CCC3)ccc1OCC(=O)O	0.2	12	3	0.0
COc1ccc(-c2cc(C(=O)OCC(=O)c3ccc(Br)cc3)c3ccccc3n2)cc1	0.0	11	10	0.1
COc1cccc(/C=N/NC(=O)C(=O)Nc2ccccc2OC(F)(F)C(F)F)c1O	3.8	65*	0	0.0
Cc1cc(C(=O)CSc2n[nH]c(N)n2)c(C)n1Cc1ccco1	0.0	-59	-4	-0.1
COc1cccc(C(=O)c2c(N)c(C(=O)Nc3cccc(C)c3C)c3ccccn23)c1	-1.0	-11	-40	0.8

Next part
SMILES	GPR151 activ	TEAD-YAP block	MITF primary	FBW7 activator
CCCNC(=O)C1CCCN(Cc2nc(-c3ccc(Cl)cc3)oc2C)C1 (centres undefined)	1.0	0	17	0.0
CCOC(=O)CC(C(=O)OCC)P(=O)(c1ccccc1)c1ccccc1 (centres undefined)	-0.6	-11	3	0.0
COC(=O)c1c2c(nc3ccccc13)CCCC2	-0.1	-7	0	0.0
CC(=O)c1ccc(NC(=O)CSc2nc3ccc(NC(=O)c4ccc(Cl)cc4)cc3s2)cc1	0.2	0	9	0.1
CCCCN(C)C1CCN(C(=S)Nc2cccc(OC)c2)CC1	0.4	-12	5	0.0
O=C(COC(=O)c1cc(=O)c2ccccc2o1)NCc1ccc2c(c1)OCO2	0.5	1	7	0.0
COc1ccc(S(=O)(=O)N(CC(=O)Nc2ccc(Br)cc2)Cc2ccccc2)cc1	-0.3	0	12	0.0
CC(C)C(=O)Nc1cccc(NC(=O)CSc2nnc(-c3ccncc3)n2C)c1	0.3	3	10	0.0
CCCn1c(=O)c2ccccc2n2c(SCC(=O)N3c4ccccc4CC3C)nnc12 (centres undefined)	-0.1	-5	-4	-0.1
CCCN1CCN(C(=S)Nc2cc(Cl)ccc2OC)CC1	0.8	4	5	0.1
N=C(N)SCc1cn2ccccc2n1	-1.9	7	-12	0.0
CCCCOC(=O)c1ccc(NC(=O)CCCC(=O)O)cc1	-1.7	-43	-5	-0.1
CCOc1ccccc1NC(=O)CSc1ccc2nnc(-c3ccccc3)n2n1	0.1	-26	-11	0.2
CC1CN(C(=O)c2cccc3c2C(=O)N(C)C3)CCC1n1nc(-c2cccs2)ccc1=O (centres undefined)	0.3	-6	-6	0.0
CC(NC(=O)c1ccccc1)C(=O)OCC(=O)Nc1ccc(S(N)(=O)=O)cc1 (centres undefined)	-0.2	-1	3	-0.1
CSc1nsc(N/N=C/c2ccc3c(c2)OCO3)c1C#N	-0.5	-34	-5	-0.1
CCOc1ccc(N2C(=O)C(Cl)=C(Nc3ccc(O)cc3)C2=O)cc1	0.5	-7	3	-0.2
O=C(CC1(O)C(=O)N(CCOc2ccccc2)c2ccccc21)c1ccc2c(c1)OCCO2 (centres undefined)	1.1	-7	19	0.2
Cc1ccc(C)c(S(=O)(=O)Nc2cc3c(C(=O)OC(C)C)c(C)oc3c3ccccc23)c1	-0.6	6	17	0.1
Cc1cc(/C=C2/C(=N)N3C=CSC3=NC2=O)c(C)n1-c1cccc(Br)c1	0.8	-11	-7	0.1
Cc1ccc(C)c(Nc2nnc(-c3cc4c(CO)cnc(C)c4oc3=O)s2)c1	0.3	-9	-3	-0.1
O=C(CSc1ccc(F)cc1)N1CCN(CCn2cccn2)CC1	-2.0	-1	8	0.0
O=C1OC(c2ccc(Cl)cc2Cl)=N/C1=C\c1ccc2c(c1)OCO2	1.5	-5	-7	0.1
CCOC(=O)Cc1ccc(NC(=O)N2CCC(CN3CCC(C)CC3)CC2)cc1	2.6	-4	-8	0.0
COCCNC(=O)c1cc2c(=O)oc3ccc(C)cc3c2s1	-0.3	2	3	-0.3
CCOC(=O)C1C(c2ccc(OC(F)F)cc2)NC(=O)NC1(O)C(F)(F)F (centres undefined)	1.0	3	0	-0.1
O=C(CCc1ccccc1)Nc1ccc([N+](=O)[O-])cc1Br	0.2	-35	16	0.3
